# High-throughput results deposited in PubChem BioAssay by Broad Institute.
# ERAP1 inh = ERAP1 (human) enzyme inhibition; Q9NZ08; recombinant ERAP1, Leu-AMC fluorescence, 60 min; inhibition, % at 10.7 µM; actives 0.15% (n = 340,000);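 active means mean replicate inhibition of at least 30%, or all replicates individually reaching that 30% level; inactive means mean below 30% and not every replicate reaching it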;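 further: 0% = neutral control wells and 100% = L-leucinethiol positive control wells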
# Casp6 inh = caspase-6 (human) enzyme inhibition. P55212. purified caspase-6, Z-VEID-R110 cleavage fluorescence. inhibition, % at 12.5 µM. actives 0.53% (n = 350,000). AID 686996;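 active means mean inhibition across replicates at least about 35%, with every replicate also reaching that limit, limit read from the data; inconclusive means only one of the two criteria met; inactive means neither criterion met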;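 further: 0% = median of neutral control wells and 100% = no fluorescence left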
# Target sequence (P55212 24-179 limits assumed): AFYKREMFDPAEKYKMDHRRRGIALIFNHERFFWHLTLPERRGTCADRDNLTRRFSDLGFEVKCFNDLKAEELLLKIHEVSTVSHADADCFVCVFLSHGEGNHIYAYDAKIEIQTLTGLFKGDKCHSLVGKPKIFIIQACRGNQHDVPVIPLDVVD
# Target sequence (P55212 194-293 limits assumed): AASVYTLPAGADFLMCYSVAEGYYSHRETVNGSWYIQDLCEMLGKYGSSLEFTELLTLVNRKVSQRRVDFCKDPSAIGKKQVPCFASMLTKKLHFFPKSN
# SIRT5 block = inhibitors of human sirtuin-5 desuccinylase. Purified SirT5, succinyl-peptide AMC, trypsin-coupled fluorescence. actives 1.1% (n = 330,000). inhibition, % at 15 µM. Q9NXA8; in the data active means inhibition above about 15%; inconclusive means no clear call, values can overlap the other calls
# Target sequence (Q9NXA8 whole entry, looked up): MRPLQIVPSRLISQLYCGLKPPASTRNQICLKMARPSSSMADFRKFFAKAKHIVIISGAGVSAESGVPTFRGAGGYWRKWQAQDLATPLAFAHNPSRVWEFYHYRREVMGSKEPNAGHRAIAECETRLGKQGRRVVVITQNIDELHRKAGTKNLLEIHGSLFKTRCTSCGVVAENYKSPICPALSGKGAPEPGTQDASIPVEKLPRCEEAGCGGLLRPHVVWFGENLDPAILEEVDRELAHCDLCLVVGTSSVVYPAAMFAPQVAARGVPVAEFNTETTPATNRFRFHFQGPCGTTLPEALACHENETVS
# F508del corr = correctors of CFTR F508del function in bronchial epithelial cells | CFBE cells, YFP halide quenching; stimulated with forskolin plus potentiator P3; % fluorescence drop versus neutral controls | activity (quench increase), % at 7.58 µM | actives 0.36% (n = 350,000);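 active means mean added fluorescence quench of at least 8% versus neutral control, with both replicates also reaching 8%; inconclusive means only one of the mean or replicate conditions met; inactive means mean below 8% and not both replicates reaching 8%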;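 further: cells transiently co-express mutant CFTR-F508del with the halide-sensitive YFP; corrector assay measuring rescue of mutant channel to the surface after 24 h compound exposure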
# miR122 inh = miR-122 inhibition in Huh7 cells | actives 0.3% (n = 340,000) | activation (reporter increase), % at 12.5 µM | Huh7 miR-122 Renilla luciferase sensor, 48 h; neutral wells = 0, positive control = 100;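 active means mean replicate activation score at least 90 and every replicate individually at or above 90; inconclusive means only one of the two criteria met; inactive means neither criterion met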;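 further: higher luciferase means less miR-122 activity so hits act as miR-122 inhibitors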
# DENV2 CPE rescue = protects cells from dengue virus 2 cytopathic effect; DENV2-infected cells, cytopathic effect rescue, plate reader; CPE inhibition, % at 9.99 µM; actives 1.7% (n = 350,000); AID 651640; in the data active means CPE inhibition above about 20%, passing the limit was not always enough; inconclusive means no clear call, values can overlap the other calls; tested in BHK-21 cells;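 further: 0% = median of neutral control wells and 100% = median of positive control wells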
# ERp5 inh = blocks human ERp5 reductase activity on insulin; Q15084; AID 651711; actives 0.05% (n = 350,000); inhibition, % at 9.99 µM; ERp5 insulin aggregation, absorbance 650 nm, 90 min;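 active means mean replicate inhibition above about 25%, with every replicate also reaching it, limit read from the data, passing the limit was not always enough; inconclusive means only one of those two criteria met; inactive means neither criterion met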
# Target sequence (Q15084 whole entry, looked up): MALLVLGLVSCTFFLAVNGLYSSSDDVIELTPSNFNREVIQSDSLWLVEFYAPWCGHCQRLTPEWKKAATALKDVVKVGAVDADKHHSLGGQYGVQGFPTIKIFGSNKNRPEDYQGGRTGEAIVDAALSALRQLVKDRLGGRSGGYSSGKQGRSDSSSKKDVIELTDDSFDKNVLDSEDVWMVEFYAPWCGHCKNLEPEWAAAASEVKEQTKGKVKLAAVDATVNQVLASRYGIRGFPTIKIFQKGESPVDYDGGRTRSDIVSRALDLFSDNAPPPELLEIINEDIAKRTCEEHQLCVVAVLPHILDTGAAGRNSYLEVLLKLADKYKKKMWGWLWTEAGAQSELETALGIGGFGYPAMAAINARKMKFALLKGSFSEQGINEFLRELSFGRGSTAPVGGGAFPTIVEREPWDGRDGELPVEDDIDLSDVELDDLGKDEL
# Starred values were filed as active, the others as inactive; ? = inconclusive; · = not tested or not shown; & = joins results of further samples; [ ] = dose if it differs, or a comment.
SMILES,ERAP1 inh,Casp6 inh,SIRT5 block,F508del corr,miR122 inh,DENV2 CPE rescue,ERp5 inh
Cc1ccc(S(=O)(=O)Nc2ccc3c(c2)CC(=O)N([C@@H](C)CO)C[C@@H](C)[C@@H](CN(C)Cc2ccc(-c4ccccc4)cc2)O3)cc1,-2,-2,1,2.7,-7[16.7 µM],8,-3
O=C(CSc1nc2sc3c(c2c(=O)[nH]1)CCC3)NCCO,-1,1,-1,-0.6,·,-5,-3
O=C(NCCNCc1ccccn1)c1ccco1,-5,-24,0,·,·,3,3
COC(=O)c1ccccc1OC(=O)c1cc[n+]([O-])cc1,13,2,0,-1.6,·,5,2
CCN(c1cccc(C)c1)S(=O)(=O)c1ccc(-c2ccc(=O)[nH]n2)o1,3,2,-7,0.1,0,0,0
CCCNC(=O)C1(C)CCN(C(=O)c2sccc2C)C1 (configuration not stated),-12,1,2,-1.8,2,8,5
CS(=O)(=O)N1CCN(CC(=O)NC2CCCC2)CC1,3,-1,-1,0.0,3,5,0
O=[N+]([O-])c1ccc(Cl)c(S(=O)(=O)Nc2ccc(S(=O)(=O)N3CCOCC3)cc2)c1,-1,8,-2,-2.4,14,1,0
CN(CC(=O)N1CCN(Cc2ccccc2)CC1)S(=O)(=O)c1cccc2nsnc12,-1,0,4,-3.1,·,4,-7
COc1ccc([N+](=O)[O-])cc1-n1cnnn1,-1,3,1,-0.9,-8,6,0
O=C(c1ccc(F)cc1)N1CC(=O)N2[C@H](CO)[C@@H](c3ccc(C#CC4CCCCC4)cc3)[C@H]2C1,-1,2,6,1.5,·,0,-5
CCCC(=O)Nc1ccc2c(c1)OC[C@@H](C)N(Cc1ccc(F)cc1)C[C@@H](C)[C@H](OC)CN(C)C2=O,1,0,3,-3.1,·,15,8
COc1ccc(OC)c(CCNC(=O)C(=O)Nc2ccc3nc4n(c(=O)c3c2)CCCCC4)c1,3,1,3,-1.2,2,7,-3
CC(=O)NN1C(=O)c2ccccc2NC1c1ccccc1F (configuration not stated),3,0,-10,-0.6,2,-1,2
CC(C)CC#Cc1ccc2c(c1)O[C@@H](CN(C)C(=O)C1CCOCC1)[C@@H](C)CN([C@@H](C)CO)S2(=O)=O,2,2,1,-0.8,27[16.7 µM],-15,3
CCOC(=O)N/N=C(\c1ccccc1)C(O)c1ccccc1 (configuration not stated),1,-1,0,-4.1,·,16,7
COc1ccc(S(=O)(=O)Oc2c(OC)cc(C(=S)N3CCOCC3)cc2OC)cc1,-4,3,0,4.3,7,-1,5
COc1ccc(NC(=O)Nc2ccc3c(c2)C(=O)N([C@@H](C)CO)C[C@H](C)[C@H](CN(C)Cc2ccccc2)OCCCC[C@H](C)O3)cc1,-2,-2,3,2.9,-4[16.7 µM],18,5
CCC(C)(C)C1CCC(=NNS(=O)(=O)c2ccc(C)c([N+](=O)[O-])c2)CC1 (configuration not stated),-1,-6,18*,0.9,·,17,?
C[C@@H](O)C#Cc1ccc([C@H]2[C@H]3CN(S(=O)(=O)c4ccccc4)CCCCN3[C@H]2CO)cc1,-1,-5,-2,1.0,-2[16.7 µM],-5,1
C[C@H]1CN([C@@H](C)CO)C(=O)Cc2cc(NC(=O)C3CC3)ccc2O[C@@H]1CN(C)Cc1ccc(C(F)(F)F)cc1,·,·,6,0.3,-5[16.7 µM],-8,-1
CC[C@H](C)[C@@H](CO)NC(=O)[C@H]1O[C@@H](n2ccc(N)nc2=O)[C@H](O)[C@@H]1O,-2,-2,-7,-5.0,-1,-5,9
NC(COCc1ccccc1)c1csc(Nc2ccc(C(F)(F)F)cn2)n1 (configuration not stated),6,4,-1,-0.9,·,-5,-8
O=C(Nc1cccc(Cl)c1)N[C@H]1CC[C@H](CCNC(=O)C2CCC2)O[C@@H]1CO,5,0,-1,-3.7,·,5,-12
Cc1noc(C)c1S(=O)(=O)N1CCC(C(=O)Nc2ccc(Br)cc2)CC1,-2,-2,-4,0.1,3,-1,3
CO[C@H]1CN(C)C(=O)c2cc(NS(C)(=O)=O)ccc2OC[C@H](C)N(C(=O)CN(C)C)C[C@H]1C,-5,-9,-4,-3.0,-15[16.7 µM],-4,-5
CCn1c(SCC(=O)Nc2ccc3c(c2)n(C)c(=O)n3C)nnc1-c1ccncc1,1,-2,0,-2.9,·,?,1
O=C(Cc1ccncc1)N1CC(=O)N2[C@H](C1)[C@@H](c1ccc(C3=CCCC3)cc1)[C@@H]2CO,-2,0,1,1.8,·,18,3
CC(=O)c1cccc(NC(=O)C(C)OC(=O)c2cc(=O)[nH]c3ccccc23)c1 (configuration not stated),1,-43,1,-3.3,-3,0,1
C[C@H]1CN([C@@H](C)CO)C(=O)c2cc(C3=CCCCC3)cnc2O[C@H]1CN(C)C(=O)CN1CCOCC1,1,2,1,-2.7,·,3,-4
COc1cc2c(cc1OC)CN(Cc1ccc(C)cc1)CC2,1,-5,3,2.2,-2,4,-2
C[C@@H]1CCCCO[C@@H](CN(C)C(=O)Nc2ccc(C(F)(F)F)cc2)[C@@H](C)CN([C@H](C)CO)C(=O)c2cc(NS(=O)(=O)c3ccc(Cl)cc3)ccc2O1,-1,-1&-2,11,1.5&3.1,16[16.7 µM],-3&0,0&-2
CC(C)(C)C1CCC(OCC(O)CN2CCN(c3ccccn3)CC2)CC1 (configuration not stated),-3,1,-1,-2.3,·,4,-3
N#C/C(=C1/CCCN1)c1ccccn1,-2,1,0,0.4,-5,-1,3
COc1ccc(C(NC(=O)C2CCN(CCOc3ccc(F)cc3)CC2)c2cccs2)cc1 (configuration not stated),0,-1,-2,0.5,4,1,1
COC(=O)C1=C(CS(=O)(=O)c2cc(OC)ccc2OC)NC(=O)NC1c1ccc(O)c(OC)c1 (configuration not stated),2,2,-1,-1.6,2,-9,-4
CCC(CC(C)(C)O)C(=O)NNC(=S)Nc1ccccc1 (configuration not stated),-1,1,2,-11,·,1,-2
Cc1cccc(-c2ccc(O)cc2CN2CCN(c3ncc(Cc4ccccc4)cn3)CC2)c1,0,-1,-1,-0.6,·,-1,-5
CCOc1cccc(OCCn2cnc3ccccc3c2=O)c1,-2,-1,-1,1.9,2,-14,4
O=C(c1ccccc1)C1CC=CCC1C(=O)c1ccccc1 (configuration not stated),-7,0,4,0.6,0,-19,1

# Taken from above.
# `CCOc1cccc(OCCn2cnc3ccccc3c2=O)c1` in F508del corr has 1.9
# `Cc1cccc(-c2ccc(O)cc2CN2CCN(c3ncc(Cc4ccccc4)cn3)CC2)c1` in F508del corr has -0.6
# `C[C@@H]1CCCCO[C@@H](CN(C)C(=O)Nc2ccc(C(F)(F)F)cc2)[C@@H](C)CN([C@H](C)CO)C(=O)c2cc(NS(=O)(=O)c3ccc(Cl)cc3)ccc2O1` in Casp6 inh has -1&-2

# Further records.
SMILES,ERAP1 inh,Casp6 inh,SIRT5 block,F508del corr,miR122 inh,DENV2 CPE rescue,ERp5 inh
CN1C(=O)c2cc(NC(=O)C3CC3)ccc2OC[C@@H]2O[C@@H](CC(=O)NCc3cccc(F)c3)CC[C@H]21,·,·,·,-1.9,-21[16.7 µM],-2,·
COc1ccccc1NC(=O)N[C@@H]1CC[C@H](CCn2cc(-c3ccccc3)nn2)O[C@@H]1CO,-1,0,4,3.5,·,13,-2
CCCCOc1ccc(C(=O)NCC(=O)N2CCN(C(=O)c3ccco3)CC2)cc1,-4,-3,-5,-2.5,-15,13,-3
O=C(NCCN1CCOCC1)c1ccc2c(c1)N(Cc1ccc(Cl)cc1)CCS2,-4,-1,-7,-0.6,·,1,2
C[C@H](CO)N1C[C@H](C)[C@@H](CN(C)C(=O)Nc2ccccc2)Oc2ccc(NC(=O)c3ccncc3)cc2CC1=O,0,-1,0,-2.3,-6[16.7 µM],16,4
O=C(Cc1ccc(Cl)cc1)OCC(=O)N1CCCCCC1,-2,-3,-1,1.5,-7,-2,-13
N/C(CC(=O)Nc1ccc(F)cc1F)=N\OC(=O)c1cccs1,·,3,-4,0.1,·,1,4
CN1C(=O)C(CC(=O)Nc2ccccc2F)N(NC(=O)c2ccc(Br)cc2)C1=S (configuration not stated),1,-7,-1,-2.8,·,0,2
COc1ccc(-c2cc(C(F)(F)F)n3nc(C(=O)NCCN4CCOCC4)cc3n2)cc1,-9,0,-4,0.5,-1,2,0
O=C(NCc1cccc(Cl)c1)c1ccc(CS(=O)Cc2ccccc2Cl)o1 (configuration not stated),1,4,-4,-3.6,-1,-4,2
COC(=O)[C@]12CCCCC=C1N(CCc1ccc(OC)c(OC)c1)C(=O)[C@H](CC(=O)NCc1cccc(C(F)(F)F)c1)C2,1,-2,0,-1.3,·,-14,1
COc1ccc(C2=CSC3=NCCN23)cc1Br,-1,-2,-5,4.1,1,8,2
CC(C)CCC(C)NC(=O)Cc1ccc(S(=O)(=O)N2CCOCC2)s1 (configuration not stated),1,-2,4,-6.7,-1,-8,3
O=C(CNC(=O)C1CCCCC1)NNC(=O)c1ccccc1Br,1,-1,7,-1.4,·,-6,2
CN(C)c1nc(N)nc(N(c2ccccc2)c2ccccc2)n1,-3,-1,-2,1.3,1,6,5
Cc1cc(NC(=O)Nc2ccccc2[N+](=O)[O-])no1,-21,-4,-5,-1.1,·,4,7
CCC1CCCCN1C(=S)NC1CCCCC1 (configuration not stated),2,9,10,·,·,5,7
O=C(OCC(=O)c1c[nH]c2ccccc12)c1cccc([N+](=O)[O-])c1,-3,1,-3,2.8,3,80*,-1
CC(C)C[C@H](NC(=O)OC(C)(C)C)C(=O)NCC1CCC(C(=O)N[C@@H](Cc2ccccc2)C(=O)O)CC1 (some centres not stated),-3,0,0,0.3,-6,-2,4
CC(C)CCc1noc(CN(CC2CCC2)CC2CCCO2)n1 (configuration not stated),0,-2,-2,0.2,5,-1,-10
CCNc1ccc(S(=O)(=O)NCCN(C)C)cc1[N+](=O)[O-],8,-3,-1,2.6,0,-2,-5
CCOc1cc(C(=O)NCC(=O)N/N=C/c2sccc2C)cc(OCC)c1OCC,0,0,8,-0.7,-6,4,-8
COc1cccc2c(=O)cc(C)n(CC(=O)Nc3ccc(Br)cc3)c12,0,3,-2,1.1,·,-5,·
C[C@H](CO)N1C[C@H](C)[C@@H](CN(C)C(=O)c2cc(-c3ccccc3)on2)OCc2cn(nn2)CCCC1=O,3&-1,0&-1,-8&-5,-1.5&1.2&1.4,-2,11&-5,-2&5
COc1ccc(N=c2cc(-c3ccc(O)cc3)oc3ccccc23)cc1,5,-3,0,·,·,9,0
Cc1ccc(-c2cnc(C(O)c3ccc(Cl)c(Cl)c3)[nH]2)cc1 (configuration not stated),0,2,2,1.7,3,0,-8
O=C(OCC(=O)N1CCc2ccccc21)c1ccccn1,·,0,-1,-1.7,3,2,-4
C[C@@H]1CN([C@@H](C)CO)C(=O)CCCn2cc(nn2)CO[C@@H]1CN(C)Cc1ccc(Oc2ccccc2)cc1,3,0,3,-2.8,0[16.7 µM],14,-2
Cc1ccc(S(=O)(=O)N2C[C@]3(O)C[C@@H]4C(=O)N(c5ccccc5)C(=O)[C@@H]4C[C@]3(OC(=O)NC3CCCC3)C2)cc1,0,0,·,-1.4,-2,3,0
CC(C#N)Sc1nnc(Nc2ccccc2)s1 (configuration not stated),6,1,-1,1.4,2,-3,2
CC(=O)/C=C/c1ccccc1Oc1c(F)c(F)nc(F)c1F,1,0,-2,-0.1,-2,1,4
O=C(CN1CCOCC1)NCC[C@@H]1CC[C@@H](NS(=O)(=O)c2ccc(F)cc2)[C@@H](CO)O1,0,1,-2,-1.5,1[16.7 µM],5,4
Cc1ccc(S(=O)(=O)Nc2ccc3c(c2)CC(=O)N([C@H](C)CO)C[C@H](C)[C@H](CN(C)C(=O)NC(C)C)O3)cc1,0,3,4,-3.0,-2[16.7 µM],6,0
